# TAAR1 antag: human TAAR1 antagonism; CHO RD-HGA16 TAAR1, Fluo-8 calcium fluorescence, antagonist; inhibition, % at 3 µM; hit rate 1.5% among 360,000;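 active = inhibition above a per-plate cutoff, the mean inhibition of test compounds on that plate plus 3 SD, cut at about 49% in these data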;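 also: 0% = DMSO plus EC80 beta-PEA response and 100% = DMSO alone without agonist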
# Target sequence (Q96RJ0 whole entry, looked up): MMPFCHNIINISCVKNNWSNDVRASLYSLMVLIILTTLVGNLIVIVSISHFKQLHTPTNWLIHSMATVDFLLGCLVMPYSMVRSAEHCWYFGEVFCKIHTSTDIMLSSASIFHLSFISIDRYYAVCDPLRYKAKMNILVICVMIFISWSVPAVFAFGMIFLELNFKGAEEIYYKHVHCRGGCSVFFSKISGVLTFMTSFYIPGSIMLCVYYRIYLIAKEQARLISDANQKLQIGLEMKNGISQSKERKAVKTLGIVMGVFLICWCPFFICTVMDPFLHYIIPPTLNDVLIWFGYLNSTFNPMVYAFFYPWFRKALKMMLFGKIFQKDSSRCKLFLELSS
#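 System: CHO RD-HGA16 cells bearing hTAAR1. Reagent: EC80 β-phenethylamine stimulus. Schedule: seeding 17-24 h prior, 75-min 37 °C, 30-min RT dye loading. Signal: Fluo-8 intracellular calcium dye fluorescence, real-time kinetic reads. Read-out: % inhibition from peak post-agonist over basal fluorescence ratio. Benchmarks: vehicle wells and EC80 agonist wells. Replicates: n of 1.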
# CHRM4 PAM: positive allosteric modulators of human muscarinic M4 receptor; P08173; hit rate 0.4% among 360,000; activation, % at 3 µM; CHO-K1 hM4/Gqi5, Fluo-8 calcium fluorescence, ACh EC20; 0% = ACh EC20, 100% = maximal ACh;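 active = activation above its plate's cutoff, the mean activation of sample wells plus 3 SD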; also: some results filed as inactive read as strong as hits
# TAAR1 ag: agonists of human TAAR1 | activation, % at 3 µM | Q96RJ0 | AID 624467 | CHO RD-HGA16 TAAR1, Fluo-8 calcium fluorescence; vehicle wells 0%, saturating PEA agonist 100% | hit rate 0.99% among 360,000;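 active = activation above the mean activation of all test compounds in the run plus 3 SD, cut at about 38% in these data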
#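 Assay system: CHO-derived RD-HGA16 cells with stable Gα16 and human TAAR1; timing: 17-24 h seeding, 75 min 37 °C dye, 30 min RT; read-out: % activation from peak over basal fluorescence ratio, DMSO-to-PEA scaled; measured by: kinetic Fluo-8 calcium fluorescence; benchmarks: low control DMSO, high control PEA (EC100); doses: 3 µM single concentration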
# CRFR2-BP antag: CRF-BP/CRF-R2 complex antagonism | AID 588475 | hit rate 0.59% among 350,000 | HEK293 CRF-R2/CRF-BP, CRF-induced calcium fluorescence | inhibition, % at 11.8 µM;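 active = inhibition of the ligand-induced calcium signal above about 50% at the single tested concentration, limit read from the data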
# M5 ag: agonists of human muscarinic M5 receptor (CHRM5) | hit rate 0.19% among 360,000 | activation, % at 3 µM | P08912 | CHO-K1 hM5 cells, Fluo-8 calcium fluorescence; 0% DMSO wells, 100% maximal acetylcholine response;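 active = activation above the run's mean over test compounds plus 3 SD, cut at about 23% in these data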;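 also: signal is peak over basal fluorescence ratio across the kinetic read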
# Target sequence (P08912 whole entry, looked up): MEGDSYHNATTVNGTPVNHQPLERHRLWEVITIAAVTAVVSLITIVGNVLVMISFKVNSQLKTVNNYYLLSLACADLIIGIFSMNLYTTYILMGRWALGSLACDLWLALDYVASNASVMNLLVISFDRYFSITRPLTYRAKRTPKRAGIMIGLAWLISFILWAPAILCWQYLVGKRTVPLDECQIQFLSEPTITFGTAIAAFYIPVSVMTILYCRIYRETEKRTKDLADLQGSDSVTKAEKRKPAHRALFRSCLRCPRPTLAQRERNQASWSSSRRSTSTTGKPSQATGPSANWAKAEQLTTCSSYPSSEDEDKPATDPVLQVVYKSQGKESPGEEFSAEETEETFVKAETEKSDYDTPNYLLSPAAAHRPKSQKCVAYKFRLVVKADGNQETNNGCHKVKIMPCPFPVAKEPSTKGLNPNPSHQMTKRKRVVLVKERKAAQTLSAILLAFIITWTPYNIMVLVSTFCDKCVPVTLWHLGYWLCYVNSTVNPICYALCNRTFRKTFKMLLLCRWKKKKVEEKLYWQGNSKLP
# CHRM5 PAM: CHRM5 positive allosteric modulation. P08912. CHO-K1 hM5, Fluo-8 calcium, ACh EC20 PAM; 0% = ACh EC20, 100% = ACh EC100. activation, % at 3 µM. hit rate 0.3% among 360,000. AID 624038;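 active = activation above the run cutoff, the mean activation of all test compounds plus 3 SD, cut at about 18% in these data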
#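 Measured by: Fluo-8 calcium fluorescence; material: human M5 receptor in CHO-K1 cells; schedule: Post-acetylcholine fluorescence recording 140 s; benchmarks: low control EC20 acetylcholine (0%), high control EC100 acetylcholine (100%); read-out: Max/basal fluorescence ratio as % of EC20–EC100 ACh window; compound: single dose, 3 µM nominal final test concentration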
# CHRM5 antagonist: antagonists of human muscarinic M5 receptor (CHRM5); CHO-hM5 cells, Fluo-8 calcium fluorescence, ACh EC80; hit rate 0.59% among 360,000; inhibition, % at 3 µM;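 active = inhibition above a per-plate cutoff, the mean of that plate's test compounds plus 3 SD, cut at about 27% in these data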;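 also: 0% = acetylcholine EC80 with DMSO and 100% = DMSO without agonist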
# CRFBP-R2 agonist: CRF-BP/CRF-R2 complex agonism; HEK293 CRF-R2/CRF-BP, calcium dye fluorescence (FLIPR); percent of saturating CRF peptide response; activation, % at 13.2 µM; hit rate 0.46% among 350,000; AID 588473;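 active = activation of at least 50%, plus an integration ratio under a set limit after plate pattern correction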;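 also: plate controls were neutral control wells without compound for no effect and CRF at EC100 for full effect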
# CHO-K1 Ca PAM: M1 PAM counterscreen hit in parental CHO-K1 cells. hit rate 0.02% among 360,000. activation, % at 3 µM. ATP EC20, Fluo-8 calcium fluorescence; 0% at ATP EC20, 100% at ATP max;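 active = activation above the run cutoff, the mean activation of all test compounds plus 3 SD, cut at about 40% in these data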;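 also: peak over basal fluorescence ratio in a 140 s read after ATP addition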
# The depositor's hits bear a star; · = not tested or not shown. Hits appear at their usual frequency (roughly 4.2% active in at least one column).
SMILES,TAAR1 antag,CHRM4 PAM,TAAR1 ag,CRFR2-BP antag,M5 ag,CHRM5 PAM,CHRM5 antagonist,CRFBP-R2 agonist,CHO-K1 Ca PAM
C=CCOc1nc2sc(C)c(C)c2c(=O)n1-c1ccccc1,-4,0,0,19,-6,-2,-2,-3.5,3
O=C(NC(CSSCC(NC(=O)c1ccccc1)C(=O)O)C(=O)O)c1ccccc1 (stereo not drawn),-12,7,1,1,2,6,1,-1.2,5
COc1cc(OC)cc(C(=O)NNC(=O)C2CSC3(C)CCC(=O)N23)c1 (stereo not drawn),10,10,9,-2,5,4,-7,-0.1,-20
C=CCNC(=O)c1cc(Cl)ccn1,-24,4,4,14,0,2,-8,-0.8,-8
CCC(=O)NC(=S)N1CCN(c2ccc([N+](=O)[O-])cc2Cl)CC1,6,-4,7,12,-2,-5,9,-1.7,17
CCS(=O)(=O)N1CCc2nc(-c3ccccc3)sc2C1,9,2,1,-6,1,-5,4,-0.5,-14
CCOc1ccc(C(=O)NCCN2CCCC2)cc1,-3,11,5,32,-7,-4,-7,11,20
Cc1ccc(C(=O)Oc2csc(=S)n2C(=O)c2ccc(C)cc2)cc1,11,2,9,-12,2,-7,11,-1.1,19
O=C(CCNS(=O)(=O)c1ccccc1)NNC(=O)c1cccc(Cl)c1,-23,18,0,-6,6,4,3,0.5,-14
CN(C)c1ccc(C=Cc2nccc3ccccc23)cc1,16,-17,11,·,29*,-19,29*,·,-3
Cc1ccc(C2C3=C(CC(C)(C)CC3=O)Nc3n[nH]c(C)c32)cc1 (stereo not drawn),7,8,7,-3,2,-1,-1,-2.5,-5
Fc1ccc(-c2[nH]ncc2-c2nnnn2-c2ccccc2)c(F)c1,6,-10,6,4,-8,-4,3,-0.8,-7
COc1cc(C(=O)OCC(=O)Nc2ccc(S(=O)(=O)NC3=NCCCCC3)cc2)cc(OC)c1OC,-8,14,3,-3,-2,-1,2,0.1,-7
Cc1cnc(C(=O)OCC(=O)N2CCc3ccccc32)cn1,17,-2,-1,1,-1,2,-8,-1.6,14
Fc1cccc(-c2cc3nc4c(c(NCc5ccco5)n3n2)CCCC4)c1,-11,-7,-1,1,-3,-8,10,-0.7,6
c1cncc(CSc2nnc3ccc(-c4ccco4)nn23)c1,-5,1,0,7,-1,-3,14,-2.1,-20
O=C(NCCSCc1ccc(Cl)cc1)c1cccs1,-7,12,2,-1,-2,2,-3,-0.7,3
Cc1ccc(Cn2ccc(NC(=O)c3cc(-c4ccc(Cl)cc4)on3)n2)cc1,21,1,0,5,4,2,-3,0.0,0
O=[N+]([O-])c1cccc(S(=O)(=O)NC2CC3CCC2C3)c1 (stereo not drawn),13,0,-1,-1,-1,-6,4,0.3,13
CC(=O)N1CC(=O)N(c2ccccc2)C1=O,-29,2,5,1,0,-8,8,-2.4,-5
CCn1nccc1C(=O)Nc1cccc(C)c1C,-8,7,-1,15,1,3,0,-0.5,21
CCCCC(=O)NCCc1cc2c(OC)ccc(OC)c2[nH]c1=O,9,12,8,17,-1,1,-3,-0.6,12
Cc1ccc(OCC(=O)Nc2ccc3c4c(cccc24)CC3)c(C)c1,3,-6,3,-41,-2,3,-12,28,16
c1ccc2c(c1)oc1c(-c3cccc4nccn34)cccc12,-22,5,-1,·,-2,4,-4,·,19

# 2 entries from above, with tabs.
SMILES	TAAR1 antag	CHRM4 PAM	TAAR1 ag	CRFR2-BP antag	M5 ag	CHRM5 PAM	CHRM5 antagonist	CRFBP-R2 agonist	CHO-K1 Ca PAM
Cc1ccc(C(=O)Oc2csc(=S)n2C(=O)c2ccc(C)cc2)cc1	11	2	9	-12	2	-7	11	-1.1	19
O=C(CCNS(=O)(=O)c1ccccc1)NNC(=O)c1cccc(Cl)c1	-23	18	0	-6	6	4	3	0.5	-14

# Remaining list, next part
SMILES,TAAR1 antag,CHRM4 PAM,TAAR1 ag,CRFR2-BP antag,M5 ag,CHRM5 PAM,CHRM5 antagonist,CRFBP-R2 agonist,CHO-K1 Ca PAM
CCN(CC)S(=O)(=O)c1ccc2c(c1)nc(SCC(=O)NCC1CCCO1)n2CC (stereo not drawn),-20,-3,1,-6,-1,-2,12,-0.3,11
CCCCC[C@H](O)/C=C/[C@@H]1[C@@H](C/C=C\CCCC(=O)O)[C@H]2CO[C@@H]1C2,-25,2,0,-79,1,3,-11,3.8,-12
Cc1cccc(C)c1NC(=S)N(Cc1ccco1)C1CCN(C(C)C)CC1,-5,-6,5,-29,-5,2,4,5.0,1
CCOc1cc(C(=O)Nc2ccc(NC(C)=O)cc2)ccc1OCC(=O)N1CCCCC1,-8,-1,0,2,2,1,-2,-0.8,-3
COc1ccccc1NC(=O)COC(=O)CCS(=O)(=O)c1ccc(C)cc1,-2,5,0,0,-5,-6,18,-5.2,6
CC(C(N)=O)N1C(=O)C2C3C=CC(C3)C2C1=O (stereo not drawn),-4,5,7,28,-3,0,-4,-0.9,8
CC(C)(C)c1ccc(C(=O)NC(=S)NCc2cccnc2)cc1,-5,-8,4,-11,-9,-19,-2,-3.9,3
C[C@H](NS(=O)(=O)c1ccccc1F)C(=O)OCC(=O)Nc1ccc2c(c1)OCCO2,-6,-4,2,8,4,6,13,0.2,22
CCOC(=O)c1ccccc1NC(=O)CSc1nnc(C(C)C)n1CC,-11,8,6,1,0,-4,6,-1.6,15
CCOc1ccc(NC(=O)CN(C)C(=O)c2ccc(OCc3ccccc3)c(OC)c2)cc1OCC,-1,13,0,3,2,-5,10,-2.1,-8
CCN1CCN(C(c2ccc(OC)cc2)C(O)C(=O)c2c[nH]c3ccccc23)CC1 (stereo not drawn),·,11,·,-13,-3,-3,2,-0.3,12
Cc1onc(CO)c1C(=O)Nc1nccs1,11,-1,5,3,-4,4,-5,-0.1,14
c1csc(Cc2nn3c(-c4n[nH]c5c4CCC5)nnc3s2)c1,6,5,-1,-6,-3,2,-6,0.7,14
Cc1ccc(S(=O)(=O)CCC(=O)OCC(=O)NCCc2ccc(S(N)(=O)=O)cc2)cc1,-2,0,9,7,0,-8,0,-0.8,-2
COc1cc2c(cc1OC)CN(CC(O)c1ccccc1)CC2 (stereo not drawn),6,-2,2,-28,-3,1,2,2.0,-1
Cc1ccc(Nc2ncc(C(=O)NCCCN3CCN(C)CC3)c3ccccc23)cc1Cl,-8,-5,0,4,-10,-3,4,0.2,12
Cn1c(=O)[nH]c(=O)c2c1nc(Br)n2CCCSc1nc2ccccc2o1,3,-6,22,4,6,-6,9,-1.3,5
CCCc1nnc(NC(=O)CN2C(=O)c3ccccc3C2=O)s1,-12,-4,8,-9,0,6,-3,0.8,16
COc1ccc(/C=N/S(=O)(=O)c2cccs2)cc1,18,22,2,-5,-1,2,-1,-0.2,20
Cc1nn(-c2ccccc2)cc1C(=S)Nc1ccccc1,18,-5,7,13,1,-9,4,-0.1,-1
COC(=O)c1ccc(C(=O)OC)c(NC(=S)N2CCN(c3ccccc3F)CC2)c1,8,0,-1,19,-5,-3,-1,1.2,16
CCn1c(=O)c2cc(C(=O)NCCC(C)C)sc2c2ccccc21,26,8,0,3,0,-5,13,0.9,9
C=CCn1c(C)cc(-c2csc(NCC)n2)c1C,-13,7,10,-3,5,2,3,14,11
O=C(NCC1CCCO1)c1cccc(NS(=O)(=O)c2ccc(Br)cc2)c1 (stereo not drawn),1,5,2,-1,4,-3,6,-1.5,6
CCCCn1c(N)c(N(CC(C)C)C(=O)COC(=O)C2(c3ccccc3)CC2)c(=O)[nH]c1=O,10,6,-2,-4,2,6,-4,-1.4,22
CCNC(=O)C1(C)CCCN(Cc2cc3ccccc3o2)C1 (stereo not drawn),-16,3,3,·,-2,4,-8,·,5
CCOC(=O)c1cc2sccc2n1CC(=O)N1CCc2ccccc21,-14,5,1,-12,1,2,-7,-1.2,15
O=C1c2ccccc2C(=O)N1OCc1c(F)cccc1Cl,4,-2,6,1,0,-9,10,2.9,-6
COc1ccc(CNC(=O)C(c2ccc(C)o2)N(C(=O)c2csnn2)c2ccc(C(C)C)cc2)cc1 (stereo not drawn),28,-2,10,0,-4,-6,1,2.1,22
CCN(CC(=O)Nc1cccc(OC)c1)c1ncnc2sc(C)c(C)c12,10,-16,4,4,7,-15,12,2.3,-11
N#Cc1cccc(NC(=O)COC(=O)c2ccccc2C(=O)c2ccc(Cl)c([N+](=O)[O-])c2)c1,72*,-14,12,34,-3,-14,20,6.1,-5
CCCC(C(=O)NC(C)(C)CC)N(CC1CCCO1)C(=O)CNS(=O)(=O)c1ccc(F)cc1 (stereo not drawn),-14,-5,0,7,-2,0,7,-1.8,15
CCCc1cnc(N2CCN(C(=S)NC)CC2)nc1,-17,-6,7,-2,3,0,7,0.0,19
Cc1c(NC(=O)C(C)OC(=O)c2ccccc2O)c(=O)n(-c2ccccc2)n1C (stereo not drawn),-12,0,1,13,0,-5,13,-1.3,-8
O=C(C1CCCO1)N1CCC(c2nc3ccccc3[nH]2)CC1 (stereo not drawn),-4,6,4,18,2,0,5,1.9,22
CN(C(=O)NC1CC(=O)N(c2ccc3c(c2)OCCO3)C1)c1ccccc1 (stereo not drawn),5,3,1,16,3,2,1,-2.1,3

# An excerpt from above in order of their number in CRFR2-BP antag, lowest first.
SMILES,CRFR2-BP antag
O=C(NCCSCc1ccc(Cl)cc1)c1cccs1,-1
Cc1onc(CO)c1C(=O)Nc1nccs1,3
C=CCNC(=O)c1cc(Cl)ccn1,14

# Next part.
SMILES,TAAR1 antag,CHRM4 PAM,TAAR1 ag,CRFR2-BP antag,M5 ag,CHRM5 PAM,CHRM5 antagonist,CRFBP-R2 agonist,CHO-K1 Ca PAM
COC(=O)c1ccc(OC(=O)CCN2c3ccccc3Sc3ccccc32)cc1,-2,7,-1,15,-2,-8,4,-0.8,15
O=C1N=C2SCCN2/C1=C\c1ccccc1Cl,3,-6,9,-24,1,-1,3,-1.4,-1
CC(C)c1[nH]nc2c1C(C1C=CCCC1)C(C#N)=C(N)O2 (stereo not drawn),-53,3,7,-49,-1,8,-3,-2.3,-20
CC(C)(C)NC(=O)CN(C(=O)CS(=O)CC(=O)Nc1ccc(F)cc1)c1ccccc1F (stereo not drawn),16,5,1,-4,-4,11,2,-3.1,15
CCOC(=O)c1ccc(-c2ccc(/C=C(\C#N)C(=O)NCC3CCCO3)o2)cc1 (stereo not drawn),21,4,6,-8,1,-8,7,2.3,11
COc1ccc(OC)c(NC(=O)CNC(=O)c2cccs2)c1,17,7,0,-6,-2,-1,3,-0.6,16
COc1cccc(-n2nnc3c(=O)n(Cc4ccc(C)cc4)cnc32)c1,13,-1,4,14,0,-1,4,0.6,32
CCOC(=O)N1CCC(NC(=O)c2cc3ccccn3n2)CC1,-11,-3,1,11,1,3,-3,-1.3,-11
CCC(C)[C@H](NC(=O)NCc1ccc(S(N)(=O)=O)cc1)C(=O)O (stereo partly drawn),-27,3,4,4,3,10,-3,3.4,-2

# Bioassay records as filed in PubChem.
